Bioassay records: PubChem, Broad Institute
INS-1E GSIS act – GLuc luminescence reporter in INS-1E cells, primary screen for activators of glucose-dependent secretion of insulin; INS-1E GLuc reporter insulin secretion, 2-3 h; activation, % at 16.6 µM; hit rate 0.61% among 370,000; AID 743287, 2014;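 active means lowest replicate activation of at least 40%, so every replicate reaches that level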;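 further: 0% = median of neutral control wells and 100% = median of IBMX positive control wells; some compounds called inactive have numbers as strong as hits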
miR122 inh – miR-122 Renilla sensor signal increase in Huh7, primary screen, miR-122 inhibitor project, cell-based, single point, plate reader. Huh7 miR-122 Renilla luciferase sensor, 48 h; neutral wells = 0, positive control = 100. hit rate 0.3% among 340,000. activation (reporter increase), % at 12.5 µM;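 active means mean replicate activation score at least 90 and every replicate individually at or above 90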;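 further: higher luciferase means less miR-122 activity so hits act as miR-122 inhibitors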
Statin myotox sup – suppressors of statin myotoxicity in C2C12 myotubes, primary screen, cell-based, single point, plate reader; C2C12 myotubes + simvastatin, ATP luminescence, 48 h; scaled: DMSO 0, geranylgeraniol control 100; AID 602340, 2012; hit rate 0.78% among 330,000; rescue of ATP level, % at 7.49 µM;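 active means mean ATP rescue above about 67%, or every replicate alone reaching that limit, limit read from the data, passing the limit was not always enough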;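 further: myotubes were challenged with 10 µM simvastatin during compound exposure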
PGC1a acetyl inh – inhibitors of PGC1a acetylation signal, primary screen, cell-based, U2OS, AlphaScreen, inhibitor mode; AlphaScreen anti-acetyl-lysine; with virally co-expressed GCN5 acetyltransferase; inhibition, % at 15.6 µM; hit rate 0.17% among 350,000;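 active means every replicate shows inhibition of at least 40%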;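 further: 0% = neutral control wells and 100% = positive control wells; some results beyond the cut were filed as inactive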
Cneo AK release – Cryptococcus neoformans cell lysis inducers, primary screen, AK release luminescence, single concentration; hit rate 0.2% among 360,000; lysis activity, % at 15 µM; AID 651654, 2012; C. neoformans lysis, adenylate kinase release luminescence, 4 h; normalised: neutral wells 0, clomiphene wells 100;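 active means mean lysis activity across replicates of at least 80%, whatever share of replicates individually reach that level; inactive means mean lysis activity below 80%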
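Material: C. neoformans cells | Amount: Yeast cell density of 5 × 10^6 cells/mL | Medium: Fresh YPD growth medium | Dosing: Single dose | Times: Static 4 h at 37 °C with compound, 1 h detection | Detection: AK luminescence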
CFTR F508del cor – F508del CFTR correction, initial screen, CFBE line, single point; CFBE cells, YFP halide quenching; stimulated with forskolin plus potentiator P3; % fluorescence drop versus neutral controls; activity (quench increase), % at 7.58 µM; hit rate 0.36% among 350,000; AID 720511, 2013;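 active means mean added fluorescence quench of at least 8% versus neutral control, with both replicates also reaching 8%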;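 further: cells transiently co-express mutant CFTR-F508del with the halide-sensitive YFP; corrector assay measuring rescue of mutant channel to the surface after 24 h compound exposure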
FN deposition inh – inhibitors of fibronectin matrix deposition, primary screen, AH1F cells, Alexa488-fibronectin fluorescence, plate reader; hit rate 0.086% among 350,000; inhibition, % at 12.6 µM; AH1F fibroblasts, overnight; AID 743247, 2014;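 active means mean inhibition across replicates of 30% or more, regardless of how many single replicates reach that level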;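 further: positive control wells lacked labelled fibronectin entirely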
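Schedule: 1 h cell adhesion before compound, then overnight fibronectin incubation; test system: AH1F fibroblast monolayer depositing Alexa488-labelled fibronectin into matrix; quantity: 10000 AH1F cells per well; probe or stimulus: fluorescent fibronectin at 24 nM final; signal: fluorescence, ex 485 nm, em 525 nm; evaluation: percent inhibition as loss of matrix-bound fibronectin fluorescence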
PglD DTNB – C. jejuni PglD acetyltransferase inhibitors, primary screen, biochemical, DTNB colorimetric, single point; AID 602405, 2012; purified PglD enzyme, DTNB colorimetric CoA detection; hit rate 0.098% among 360,000; inhibition, % at 12.5 µM; UDP-N-acetylbacillosamine N-acetyltransferase PglD (Campylobacter jejuni); in the data active means inhibition above about 16%, passing the limit was not always enough; further: strong numbers were not always called active
Numbers without * were called inactive; & = joins results of further samples; [ ] = dose if it differs, or a comment.

How did Oc1ccc(C[C@H]2CNC(=S)N2CC2CCCN2C[C@H](Cc2ccc(O)cc2)N2C[C@H](Cc3ccccc3)N(CC3CCCCCC3)C2=S)cc1 (stereo not given in full) do in these assays?
INS-1E GSIS act: 3.8; miR122 inh: 13.4; Statin myotox sup: 2.8; PGC1a acetyl inh: -19.6; Cneo AK release: 5.4; CFTR F508del cor: 0.4; FN deposition inh: -50.1; PglD DTNB: -0.2

What do the screens show for `O=C(C1CC1)N1CC[C@@H]2[C@H](CO)Nc3ccc(Br)cc3[C@@H]21`?
INS-1E GSIS act: -17.9; miR122 inh: -1.3[16.7 µM]; Statin myotox sup: -20.1; PGC1a acetyl inh: 13.7; Cneo AK release: 0.6; CFTR F508del cor: 3.6; FN deposition inh: 2.8; PglD DTNB: 0.7

How did COC(=O)CSc1n[nH]c(-c2ccncc2)n1 do in these assays?
miR122 inh: -2.2; Statin myotox sup: 16.4; PGC1a acetyl inh: 1.1; Cneo AK release: -3.2; FN deposition inh: -2.1; PglD DTNB: -4.2

How did CCOC(=O)c1noc(C)c1C(=O)Nc1cccc(F)c1 do in these assays?
miR122 inh: -1.4; PGC1a acetyl inh: -12.5; Cneo AK release: -2.0; PglD DTNB: -5.5

What do the screens show for `C[C@H](CO)N1C[C@H](C)[C@@H](CN(C)Cc2ccc(-c3ccccc3)cc2)Oc2ccc(NS(=O)(=O)c3ccccc3)cc2CC1=O`?
INS-1E GSIS act: -0.4; miR122 inh: 1.9[16.7 µM]; Statin myotox sup: -6.1; PGC1a acetyl inh: -6.3; Cneo AK release: -1.3; CFTR F508del cor: -0.6; PglD DTNB: -2.5

How did Cc1nnc(NC(=O)CSc2nc3[nH]ncc3c(=O)[nH]2)s1 do in these assays?
INS-1E GSIS act: 3.5; miR122 inh: 3.9; PGC1a acetyl inh: -5.3; Cneo AK release: 2.4; CFTR F508del cor: 0.6; FN deposition inh: -3.0; PglD DTNB: -0.2

Results for CC(C)N1CCC1(C)C(=O)Nc1ccc2scnc2c1 (stereo not given) ?
INS-1E GSIS act: 0.3; miR122 inh: -3.0; Statin myotox sup: 3.7; PGC1a acetyl inh: -4.1; Cneo AK release: -1.2; CFTR F508del cor: -5.5; FN deposition inh: 3.6; PglD DTNB: -0.9

What do the screens show for `COc1ccc(S(=O)(=O)N2CCN(C(=O)c3cc(-c4ccc(C)cc4)n[nH]3)CC2)cc1`?
INS-1E GSIS act: -3.4; miR122 inh: 2.8; Statin myotox sup: 1.5; PGC1a acetyl inh: 0.4; Cneo AK release: 1.9; CFTR F508del cor: -4.4; FN deposition inh: 3.6; PglD DTNB: 5.7

Results for O=C(CCn1cccc1)NC1CCCc2ccccc21 (stereo not given) ?
miR122 inh: -0.2; Statin myotox sup: 152.4*; PGC1a acetyl inh: -0.3; Cneo AK release: 1.9; PglD DTNB: 2.3

What do the screens show for `O=C(NCc1ccc(F)cc1)c1[nH]c(C(F)(F)F)nc1-c1ccccc1`?
miR122 inh: -5.7; Statin myotox sup: 0.7; PGC1a acetyl inh: -8.7; Cneo AK release: -1.0; CFTR F508del cor: -2.1; FN deposition inh: 12.8; PglD DTNB: -6.7

What do the screens show for `Cc1ccccc1NCN1C(=O)C2CCC(C)(C1=O)C2(C)C` (stereo not given)?
INS-1E GSIS act: -7.4; miR122 inh: -5.9; Statin myotox sup: 8.6; PGC1a acetyl inh: 11.9; Cneo AK release: -1.4; CFTR F508del cor: -0.9; FN deposition inh: 1.6; PglD DTNB: 1.5

What do the screens show for `CCOC(=O)CNc1c(-c2ccc(Cl)cc2)nc2cnccn12`?
miR122 inh: 2.4; PGC1a acetyl inh: -7.1; Cneo AK release: 0.8; PglD DTNB: 2.8

What do the screens show for `CN1C(=O)c2cc(NC(=O)c3ccc(F)c(F)c3)ccc2OC[C@@H]2O[C@H](CC(=O)O)CC[C@H]21`?
INS-1E GSIS act: 2.5; miR122 inh: -12.5[16.7 µM]; Statin myotox sup: 5.5; PGC1a acetyl inh: -0.4; Cneo AK release: 1.5; CFTR F508del cor: -0.6; FN deposition inh: 0.5; PglD DTNB: -2.7

What do the screens show for `CCCN1C[C@H](C)[C@H](OC)CN(C)C(=O)c2ccc(NC(=O)c3cccc(F)c3)cc2OC[C@H]1C`?
INS-1E GSIS act: 0.5; Statin myotox sup: -3.8; PGC1a acetyl inh: -9.9; Cneo AK release: -0.4; CFTR F508del cor: -0.9; FN deposition inh: 6.0; PglD DTNB: 0.2

What do the screens show for `COCc1c(C(=O)NCC(c2ccco2)N2CCCC2)oc2ccccc12` (stereo not given)?
miR122 inh: 2.4; Statin myotox sup: -1.4; PGC1a acetyl inh: 2.4; Cneo AK release: 1.0; CFTR F508del cor: -0.7; FN deposition inh: -7.5; PglD DTNB: 8.6

Results for CCCNC(=O)N[C@H]1C=C[C@H](CC(=O)N2CCN(C)CC2)O[C@@H]1CO ?
INS-1E GSIS act: 12.7; Statin myotox sup: 5.3; PGC1a acetyl inh: -15.6; Cneo AK release: -1.4; CFTR F508del cor: 0.8; FN deposition inh: 0.8; PglD DTNB: -3.1

How did CCCCN1CN=C(Nc2nc3ccccc3o2)NC1 do in these assays?
miR122 inh: -5.3; Statin myotox sup: -12.2; PGC1a acetyl inh: 0.4; Cneo AK release: 2.8; PglD DTNB: 0.7

What do the screens show for `O=C1c2ccccc2-c2nc3ccccc3n21`?
INS-1E GSIS act: 15.3; miR122 inh: -1.8; Statin myotox sup: 0.8&2.9; PGC1a acetyl inh: -17.6; FN deposition inh: -15.0

How did Cc1ccc(S(=O)(=O)N(C)C[C@H]2Oc3ccc(NC(=O)C4CC4)cc3C(=O)N([C@@H](C)CO)C[C@@H]2C)cc1 do in these assays?
INS-1E GSIS act: -2.8; miR122 inh: 1.8[16.7 µM]; Statin myotox sup: 16.9; PGC1a acetyl inh: 18.7; Cneo AK release: -1.0; CFTR F508del cor: -2.4; FN deposition inh: -6.9; PglD DTNB: 3.8

How did C=C(C)C(=O)Nc1cccc(C2=NOC3(C2)C[C@H](C(N)=O)N(C(=O)CC)C3)c1 (stereo not given in full) do in these assays?
miR122 inh: -5.1; Statin myotox sup: -0.9; PGC1a acetyl inh: 9.1; Cneo AK release: 7.6; PglD DTNB: 6.9

For convenience, two of the compounds above:
How did COC(=O)CSc1n[nH]c(-c2ccncc2)n1 do in these assays?
miR122 inh: -2.2; Statin myotox sup: 16.4; PGC1a acetyl inh: 1.1; Cneo AK release: -3.2; FN deposition inh: -2.1; PglD DTNB: -4.2

How did CCOC(=O)c1noc(C)c1C(=O)Nc1cccc(F)c1 do in these assays?
miR122 inh: -1.4; PGC1a acetyl inh: -12.5; Cneo AK release: -2.0; PglD DTNB: -5.5

Following part:
Results for CN1C(=O)c2cc(NC(=O)Nc3ccc(F)cc3)ccc2OC[C@H]2O[C@H](CC(=O)NC3CCC3)CC[C@@H]21 ?
INS-1E GSIS act: -4.1; miR122 inh: -25.0[16.7 µM]; Statin myotox sup: -21.7; PGC1a acetyl inh: 1.6; Cneo AK release: -7.9; CFTR F508del cor: 0.4; FN deposition inh: 4.2; PglD DTNB: -3.2

How did N/C(=N\N=C\c1ccc(O)c(O)c1)c1nonc1N do in these assays?
INS-1E GSIS act: -26.4; miR122 inh: -7.0; Statin myotox sup: -5.0; PGC1a acetyl inh: -5.5; CFTR F508del cor: -0.7; FN deposition inh: -0.5

Results for COc1ccccc1CNC(=O)C[C@@H]1C=C[C@H](NC(=O)CN(C)C)[C@H](CO)O1 ?
INS-1E GSIS act: 5.4; Statin myotox sup: -4.6; PGC1a acetyl inh: -5.5; Cneo AK release: 2.3; CFTR F508del cor: -0.6; PglD DTNB: 2.4

How did CN(C)C(CNC(=O)CSc1nc2ccccc2c(=O)n1Cc1ccco1)c1ccccc1 (stereo not given) do in these assays?
INS-1E GSIS act: -10.5; Statin myotox sup: -15.1; Cneo AK release: 11.9; CFTR F508del cor: 1.9; FN deposition inh: 2.6; PglD DTNB: 1.3

How did Cc1cc(C(=O)N2CCCC(C(=O)c3cc(F)ccc3F)C2)c(C)o1 (stereo not given) do in these assays?
INS-1E GSIS act: -35.3; miR122 inh: -3.9; Statin myotox sup: 4.6; PGC1a acetyl inh: 0.0; CFTR F508del cor: 0.8; FN deposition inh: -6.6

What do the screens show for `CC(=O)Nc1nnc(-c2c(-c3c(Cl)cccc3Cl)noc2C)o1`?
INS-1E GSIS act: -7.3; miR122 inh: -1.4; Statin myotox sup: 6.2; PGC1a acetyl inh: -1.0; Cneo AK release: -5.9; CFTR F508del cor: 1.1; FN deposition inh: 2.7; PglD DTNB: -5.8

What do the screens show for `CCCNC(=O)N1C[C@@H](O)COC[C@@H]2O[C@@H](CC(=O)N3CCOCC3)CC[C@H]21`?
INS-1E GSIS act: 20.0; miR122 inh: -2.0[16.7 µM]; Statin myotox sup: -10.4; PGC1a acetyl inh: 2.4; Cneo AK release: 3.5; CFTR F508del cor: 3.1; FN deposition inh: -2.9; PglD DTNB: 2.8

Results for O=C(Cn1ncc2ccccc21)N1CCc2ccccc21 ?
INS-1E GSIS act: -4.5; miR122 inh: 0.8; Statin myotox sup: 18.2; PGC1a acetyl inh: -1.3; Cneo AK release: 0.9; CFTR F508del cor: 4.1; FN deposition inh: -3.6; PglD DTNB: -1.3

Results for Cc1ccc(/C=C/C(=O)N2CCCC(C(N)=O)C2)o1 (stereo not given) ?
INS-1E GSIS act: 9.1; miR122 inh: -2.8; Statin myotox sup: 10.9; PGC1a acetyl inh: -0.5; CFTR F508del cor: 0.4; FN deposition inh: -5.1

How did CCOC(=O)N1CCN(CCC(=O)Nc2ccc(F)c(F)c2)CC1 do in these assays?
INS-1E GSIS act: -9.0; miR122 inh: 0.6; Statin myotox sup: 4.0; PGC1a acetyl inh: 3.4; Cneo AK release: 6.0; CFTR F508del cor: 1.4; FN deposition inh: -13.6; PglD DTNB: 1.3

How did N#C[C@@H]1[C@@H](c2ccccc2C2=CCCC2)[C@H](CO)N1C(=O)C1CC1 do in these assays?
INS-1E GSIS act: 7.0; PGC1a acetyl inh: -1.0; CFTR F508del cor: 0.5; FN deposition inh: -11.2

What do the screens show for `COc1ccc(S(=O)(=O)Nc2ccc3c(c2)CC(=O)N([C@H](C)CO)C[C@H](C)[C@H](CN(C)Cc2ccccc2)O3)cc1`?
INS-1E GSIS act: -6.5; miR122 inh: 14.0[16.7 µM]; Statin myotox sup: 25.2; Cneo AK release: -1.7; CFTR F508del cor: 4.2; PglD DTNB: 2.2

Results for COc1cccc(CN(C)C(=O)c2cc(COc3ccc(-n4cncn4)cc3)on2)c1 ?
INS-1E GSIS act: -29.1; miR122 inh: -6.4; Statin myotox sup: -11.7; PGC1a acetyl inh: 7.7; Cneo AK release: -4.1; CFTR F508del cor: -2.1; FN deposition inh: -1.2; PglD DTNB: -4.5
